KOR beta-arrestin-1 – KOR antagonists, beta-arrestin recruitment, cell-based, luminescence, uHTS (AID 1778) | 290,000 tested, 0.091% active | one-dose inhibition, % at 10 µM; IC50 in µM for titrated hits | KOR beta-arrestin recruitment, luminescence, antagonist mode; higher % means a stronger effect; in the data active means inhibition above about 50%; further: strong numbers were not always called active
KOR beta-arrestin-2 – KOR agonists, beta-arrestin recruitment, primary screen, cell-based, luminescence, uHTS (AID 1777) | KOR beta-arrestin recruitment, luminescence; higher % means a stronger effect | activation, % at 10 µM; hits with a dose series show EC50 in µM | 280,000 tested, 0.02% active; in the data active means activation above about 50%, passing the limit was not always enough; further: a part of the inactive calls stands beside numbers as strong as those of hits
UTI89 phage lysis – protection from phage-mediated lysis, alamar blue read-out – E. coli UTI89, K1F phage, bacterial capsule biogenesis inhibitors (AID 488966) | 340,000 tested, 0.02% active | E. coli UTI89 K1F phage lysis, alamar blue, 2 h; higher % means a stronger effect | one-dose inhibition, % at 100 µM; IC50 in µM for titrated hits;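 active means phage lysis inhibition, versus mean bacterial control, above a set limit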;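 further: capsule biogenesis inhibitors block K1F phage lysis so surviving cells raise fluorescence; higher fluorescence means more inhibition of phage lysis; actives were called in the ten point dose series up to 300 µM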
GPR35 arrestin U2OS – inhibition of zaprinast-stimulated GPR35 beta-arrestin translocation – imaging, U2OS, beta-arrestin-GFP, zaprinast agonist, primary screen (AID 2058); U2OS GPR35 beta-arrestin-GFP translocation imaging, zaprinast antagonism; higher % means a stronger effect; inhibition, % at 10 µM, or IC50 in µM where a hit was titrated; 290,000 tested, 0.052% active;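 active means inhibition of at least 50% with at least 30 cells and total cytoplasm GFP at most 10,000,000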
NOD1 inhibition – inhibition of NOD1-driven NF-kB reporter – cell-based, luminescence, uHTS, primary screen (AID 1578); one-dose inhibition, % at 4 µM; EC50 in µM for titrated hits; NOD1-driven NF-kB luciferase reporter cells, luminescence; higher % means a stronger effect; 290,000 tested, 1% active; in the data active means inhibition mostly above about 36%, no sharp cut-off; inactive means mostly below about 34%;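 further: HEK-293T reporter cells stimulated with the NOD1 agonist gamma-tri-DAP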
GPR55 LPI antagonism – inhibition of LPI-stimulated GPR55 beta-arrestin translocation – imaging, U2OS, beta-arrestin-GFP, LPI agonist, primary screen (AID 2013). U2OS GPR55 beta-arrestin-GFP translocation imaging, LPI antagonism; higher % means a stronger effect. inhibition, % at 10 µM; hits with a dose series show IC50 in µM. 290,000 tested, 0.13% active;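 active means spots per cell inhibited over 60%, with over 100 cells counted and total cytoplasm intensity under 500,000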;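 further: U2OS cells stably carrying GPR55 and arrestin-GFP stimulated by 5 µM LPI near EC80; imaged beta-arrestin-GFP aggregate spots per cell after agonist stimulation; plate controls were LPI-stimulated DMSO wells for no effect and DMSO wells without LPI for full effect; some results filed as inactive read as strong as hits; confirmed hits need IC50 under 10 µM and bright autofluorescent wells are also inconclusive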
NTR1 ag – agonists of NTR1, primary screen, imaging, U2OS cells, beta-arrestin-GFP, high content (AID 493036) | P30989 | NTR1-U2OS beta-arrestin-GFP spot imaging, agonist mode | activation, % at 20 µM | 330,000 tested, 0.17% active;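 active means activation at or above 40% of the spot to cytoplasm intensity ratio, with at least 20 cells analyzed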;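 further: 0% = DMSO without peptide and 100% = 100 nM NTR1 peptide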
Target sequence (P30989 whole entry, looked up): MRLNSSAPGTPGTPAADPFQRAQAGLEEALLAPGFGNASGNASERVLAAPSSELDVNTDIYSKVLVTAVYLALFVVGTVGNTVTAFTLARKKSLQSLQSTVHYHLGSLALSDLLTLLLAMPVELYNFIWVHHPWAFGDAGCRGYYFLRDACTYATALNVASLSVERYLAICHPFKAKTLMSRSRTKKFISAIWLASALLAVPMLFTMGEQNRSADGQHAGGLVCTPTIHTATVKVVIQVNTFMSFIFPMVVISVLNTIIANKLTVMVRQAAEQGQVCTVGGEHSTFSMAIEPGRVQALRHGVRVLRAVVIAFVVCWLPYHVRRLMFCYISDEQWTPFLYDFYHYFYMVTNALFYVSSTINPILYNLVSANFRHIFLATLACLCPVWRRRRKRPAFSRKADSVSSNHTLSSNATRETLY
GPR55 beta-arrestin – selective activators of receptor GPR55 – imaging, U2OS cells, beta-arrestin-GFP redistribution, primary screen (AID 1961). U2OS GPR55 beta-arrestin-GFP redistribution imaging; higher % means a stronger effect. activation, % at 10 µM, or EC50 in µM where a hit was titrated. 290,000 tested, 0.048% active;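 active means activation above 40% with more than 50 cells counted in the well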;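 further: U2OS osteosarcoma cells stably expressing GPR55 and beta-arrestin-GFP; plate controls were DMSO negative control for no effect and LPI positive control for full effect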
MgcRacGAP inhibition – MgcRacGAP GTPase-activating activity inhibitors, confirmation, biochemical, ADP Hunter fluorescence. MgcRacGAP-stimulated Rac1 GTP hydrolysis, ADP Hunter fluorescence; higher % means a stronger effect; GST-tagged Rac1 F28L mutant substrate. inhibition, % at 30 µM; hits with a dose series show IC50 in µM. 340,000 tested, 0.6% active;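 active means first-screen hits whose inhibition reached a set limit at any dose in the follow-up dose series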;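 further: fluorescence reports GDP produced by GAP-driven GTP hydrolysis; strong numbers were not always called active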
NTR1 ag cell count 20 µM – further read-out of NTR1 ag, marked with its call; cell count; measured here: cell count, cytotoxicity flag
* marks the source's active call; other numbers are inactive results; i = inactive; x = no result given; [ ] = dose if it differs, or a comment.

The first 2 compounds as a preview:
SMILES	KOR beta-arrestin-1	KOR beta-arrestin-2	UTI89 phage lysis	GPR35 arrestin U2OS	NOD1 inhibition	GPR55 LPI antagonism	NTR1 ag	NTR1 ag cell count 20 µM	GPR55 beta-arrestin	MgcRacGAP inhibition
CN1CCc2nc(NC(=O)c3cccc(S(=O)(=O)N4CCc5ccccc54)c3)sc2C1	10%	2.0%	0.1%	2%	-20%	7%	1.7	61	0.3%	-13%
O=C(CSc1nnc(CCCN2C(=O)c3cccc4cccc(c34)C2=O)n1-c1ccccc1)NCCCN1CCOCC1	26%	-3.4%	0.2%[50 µM]	1%	-23%	5%	-1.4	80	0.1%	2%

Main list, repeating the preview:
SMILES	KOR beta-arrestin-1	KOR beta-arrestin-2	UTI89 phage lysis	GPR35 arrestin U2OS	NOD1 inhibition	GPR55 LPI antagonism	NTR1 ag	NTR1 ag cell count 20 µM	GPR55 beta-arrestin	MgcRacGAP inhibition
CN1CCc2nc(NC(=O)c3cccc(S(=O)(=O)N4CCc5ccccc54)c3)sc2C1	10%	2.0%	0.1%	2%	-20%	7%	1.7	61	0.3%	-13%
O=C(CSc1nnc(CCCN2C(=O)c3cccc4cccc(c34)C2=O)n1-c1ccccc1)NCCCN1CCOCC1	26%	-3.4%	0.2%[50 µM]	1%	-23%	5%	-1.4	80	0.1%	2%
COc1ccc(OCCC(=O)NC2CCCCC2)cc1	-30%	0.3%	-2.9%	0%	-34%	-6%	1.0	44	-0.3%	2%
Cc1ccc2nc(SCC(=O)c3c(C)[nH]c4ccccc34)[nH]c2c1	x	0.2%	-3.5%	9%	54%	1%	1.0	63	-0.4%	5%
COc1ccc(/C(O)=C2\C(=O)C(=O)N(c3cc(C)on3)C2c2ccccc2OC)cc1C (stereo not given)	-9%	-5.6%	3.1%	10%	0%	-9%	-7.0	40	0.1%	5%
CCN1C(=O)/C(=c2\o/c(=C3\C=Cc4ccccc4N3CC)c(=O)n2CC)SC1=S	31%	1.6%	0.3%	4%	4%	-9%	x	x	-0.2%	5%
Cc1ccc(NC(=O)CN(c2cc(C)cc(C)c2)S(=O)(=O)c2c(C)noc2C)nc1	10%	3.8%	0.8%	0%	21%	1%	6.3	52	-0.1%	4%
Cc1ccc(C(=O)ON=C2CCN(c3ccc([N+](=O)[O-])cc3)CC2)cc1	4%	-1.9%	0.0%	-8%	-40%	-1%	1.0	72	0.0%	2%
O=C(Cn1cncn1)N/N=C/c1ccccc1Cl	5%	4.9%	0.4%	5%	1%	3%	4.6	47	-0.1%	8%
N#Cc1ccc(-c2cccnc2)nc1SCC(=O)c1ccccc1	3%	3.2%	0.2%	-2%	-3%	7%	5.6	49	6.3%	8%
CCC(=O)N1CCc2cc(S(=O)(=O)N3CCCC3)ccc21	-24%	-5.1%	0.3%	-2%	-24%	7%	1.2	65	-0.1%	10%
CCOc1ccc(N2C(=O)/C(=C/c3ccccc3OCC(=O)OC)N(CC(=O)OC)C2=S)cc1	-2%[20 µM]	-5.4%	0.5%	6%	-6%	17%	3.1	80	-0.1%	13%
O=C(COC(=O)c1cc(=O)[nH]c2ccccc12)Nc1cccc(S(=O)(=O)N2CCOCC2)c1	18%	0.5%	0.1%	4%	7%	-6%	0.5	53	0.0%	10%
O=C(CSc1n[nH]c(=O)n1C1CC1)NCc1ccccc1	x	2.7%	0.0%	10%	-4%	5%	-0.3	73	-0.1%	-8%
COC(=O)C1=C(C)NC(=O)C1(NC(=O)c1ccncc1)C(F)(F)F (stereo not given)	-2%	-3.2%	0.2%	11%	-33%	3%	5.3	75	0.2%	3%
O=c1nc2n(c3c4c(sc13)CCC4)CCC2	-16%	-4.3%	0.8%	12%	-2%	-2%	-1.1	75	-0.2%	7%
O=C(Nc1ccccc1)N1CCN(Cc2ccc3c(c2)OCO3)CC1	-2%	-6.1%	0.4%	-12%	0%	5%	2.2	71	-0.1%	7%
O=C(NC1CCCCC1)NC1CC2CCC(C1)N2Cc1nnnn1Cc1ccc2c(c1)OCO2 (stereo not given)	-3%	2.4%	0.1%	-3%	14%	6%	1.1	45	-0.1%	18%
CCCNC(=O)c1cc2c(C(F)(F)F)nn(C)c2s1	3%	0.6%	0.6%	22%	1%	5%	0.0	46	0.5%	3%
COC(=O)c1ccccc1NC(=O)NC1CCCCC1	-6%	0.6%	-0.4%	2%	-11%	-6%	-0.6	57	-0.3%	-2%
CCCOC(c1ccccc1)(c1ccccc1)C(Oc1nc(C)cc(C)n1)C(=O)O (stereo not given)	6%	4.0%	-0.7%	7%	-14%	0%	2.4	71	-0.1%	0%
COc1ccc(N2CCN(C(=O)CCCC3=NS(=O)(=O)c4ccccc4N3)CC2)cc1	14%	-2.2%	0.0%	-13%	x	7%	-1.3	66	-0.1%	15%
O=S(=O)(Nc1cc(Sc2cccc3cccnc23)c(O)c2ccccc12)c1ccccc1	43%	-0.1%	x	14%	109%*	22%	x	x	-0.2%	x
Oc1c(Cl)cc(Cl)c2c1NCCC2	-17%	-2.4%	-17%	15%	-5%	-7%	5.8	65	-0.3%	31µM*
Cc1cccc(NC(=O)CN2C(=O)N/C(=C\c3cccn3-c3cccc(C(=O)O)c3)C2=O)c1	-7%	4.6%	0.0%	-6%	-6%	1%	0.5	51	-0.4%	2%
Cc1cccc(C)c1NC(=O)COC(=O)c1nonc1N	2%	-0.2%	-0.6%	-10%	-6%	-9%	-1.8	89	-0.2%	3%
OC(CN1CCC(Cc2ccccc2)CC1)C(F)(F)F (stereo not given)	-35%	4.2%	1.3%	1%	-12%	-1%	1.4	49	-0.1%	4%
COCCNC(=O)c1ccc(N2CC3CC(C2)c2cccc(=O)n2C3)c(NC(=O)c2ccc(Br)o2)c1 (stereo not given)	-33%	0.3%	0.2%	-3%	34%	6%	0.1	64	-0.1%	6%
CSc1n[nH]c(NC(C)=O)n1	-20%	0.5%	0.1%	-1%	-20%	14%	1.8	41	-0.1%	8%
CC(=O)c1cccc(NC(=O)C2=CC(c3ccco3)=NS(=O)(=O)N2C)c1	-43%	2.1%	1.1%	-2%	21%	-1%	0.5	67	-0.1%	8%
O=C(CNC(=S)N(Cc1ccccc1Cl)C1CCCC1)NCCN1CCOCC1	-57%	13%	0.3%	2%	7%	-2%	0.9	52	0.2%	0%
Cn1c(=O)n(C)c2cc(S(=O)(=O)N3CCCc4ccccc43)ccc21	22%	0.1%	0.1%	-1%	-4%	0%	-0.3	65	-0.1%	4%
O=C(C1CCCCN1S(=O)(=O)c1ccccc1[N+](=O)[O-])N1CCOCC1 (stereo not given)	10%	0.6%	0.1%	10%	-34%	10%	0.5	54	2.0%	-1%
COc1ccccc1NC(=O)CSc1nnc(-c2ccc(C)cc2)o1	24%	4.6%	1.0%	-20%	-67%	0%	-3.4	99	-0.1%	5%
Cc1ccc(NC(=O)c2sc3ncn(CC(=O)N4CCOCC4)c(=O)c3c2C)c(Br)c1	-30%	3.4%	-0.2%	2%	-30%	-2%	0.8	72	-0.4%	7%
CN(C)S(=O)(=O)c1cccc(C(=O)NCCNC(=O)c2cccc(S(=O)(=O)N(C)C)c2)c1	2%	-2.4%	0.6%	-1%	-4%	2%	1.0	76	-0.2%	x
Cc1ccc(CN2CCN(/N=C/c3ccc(N(C)C)cc3)CC2)cc1	-12%	6.3%	x	10%	-10%	14%	1.9	37	0.3%	x
COc1ccc(N2CC(O)=C(c3nc(-c4ccc(Br)cc4)cs3)C2=N)cc1	-3%	-0.5%	0.1%	0%	-29%	-10%	-0.3	32	0.4%	6%
COc1ccc(C(=O)N2CCC(C(=O)O)CC2)c2ccccc12	-27%	1.4%	0.2%	-4%	-22%	16%	-0.9	22	0.0%	6%
CCOC(=O)C1=C(CN2CCCCCC2)NC(=O)NC1c1ccc2c(c1)OCO2 (stereo not given)	10%	-0.2%	0.0%	-10%	-36%	5%	0.1	66	-0.3%	6%
CCn1cnc2c1c(=O)n(Cc1ccc(C(=O)OC)cc1)c(=O)n2Cc1ccccc1	-31%	2.9%	0.2%	8%	-18%	6%	-0.2	47	0.0%	9%
O=C(NC(NC(=S)Nc1c(Cl)cc(Cl)cc1Cl)C(Cl)(Cl)Cl)OCc1ccccc1 (stereo not given)	1.9µM*	2.7%	-1.4%[50 µM]	-7%	-34%	-7%	28	62	0.3%	2%
CCOC(=O)c1ccc(N(CC(=O)NC2CCCC2)C(=O)CNC(=O)c2ccco2)cc1	9%	-0.6%	0.8%	-3%	-38%	0%	-0.6	75	-0.1%	0%
COc1ccc(C2CC(c3ccc4ccccc4c3)=NN2C(=O)COC(=O)C2CCC(=O)N2)cc1 (stereo not given)	12%	3.3%	-0.3%	-16%	-75%	10%	3.4	68	0.0%	5%
COCC1CCN(Cc2c(C(=O)N3CCN(C4CCCCC4)CC3)nc3ccccn23)C1 (stereo not given)	-46%	5.9%	0.1%	-1%	20%	-1%	-0.6	49	0.8%	4%
CN1CCN(C(c2ccc(Cl)cc2)c2cc(Cl)c3cccnc3c2O)CC1 (stereo not given)	30%	-2.0%	-1.3%	-6%	25%	8%	18	54	0.6%	9%
Cc1[nH][nH]c(=O)c1C(c1c(C)[nH][nH]c1=O)c1cn(C)c2ccccc12	-22%[20 µM]	x	i	-8%	-21%	8%	x	x	0.6%	12%
COc1ccccc1CN1CCC(n2nccc2NC(=O)c2ccccc2Cl)CC1	-11%	-3.4%	-0.1%	-14%	-23%	10%	-0.4	55	0.1%	-2%
CN1CCN(c2ccc(NC(=O)c3ccc(C(F)(F)F)cc3)cn2)CC1	-12%	-0.3%	0.7%	9%	-17%	3%	1.6	75	1.6%	3%
O=C(CN(CC1CCCO1)C(=O)CCC(=O)Nc1ccccn1)NCc1ccccc1 (stereo not given)	-14%	-5.8%	-0.1%	-5%	-46%	9%	-4.9	95	-0.3%	-1%
Cc1c(C(N)=O)sc2ncn(CC(=O)NCCc3ccccc3)c(=O)c12	-17%	4.7%	0.0%	-2%	-36%	0%	-0.7	61	-0.2%	8%
Cc1cc(NC(=O)CCC(=O)N(c2ccccc2C)C(C(=O)NC2CCCC2)c2ccccc2)no1 (stereo not given)	-11%	-0.4%	0.1%	4%	-17%	10%	-0.4	60	-0.3%	3%
CCc1ccc(CN(C(=O)c2cccs2)C2CCS(=O)(=O)C2)cc1 (stereo not given)	-40%	-2.0%	-0.6%	8%	-47%	-7%	3.0	52	0.1%	5%
O=S1(=O)CC/C(=N\Nc2ccccc2)c2ccsc21	-30%[20 µM]	-3.7%	-1.0%	5%	-29%	0%	2.6	42	-0.1%	-6%
COC(=O)c1cccc(NC(=S)Nc2cccc(Cl)c2C)c1	24%	-3.7%	1.7%[50 µM]	-4%	-19%	6%	1.6	32	-0.1%	3%

This is a subset (hit frequency here may not be typical).
